STAT1 blocker: STAT1 signaling inhibitors, primary screen, cell-based, HTS, luciferase reporter; NIH 3T3 STAT1-luciferase reporter, IFN-gamma, luminescence; inhibition, % at 5.5 µM; actives 0.35% (n = 200,000);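 active means inhibition above a set limit, the mean inhibition across all tested compounds plus 3 SD, cut at about 34% in these data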;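 further: 0% = IFN-gamma with DMSO and 100% = IFN-gamma with 300 µM nifuroxazide; values of inactives mirror those of a sister screen read the other way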
STAT1 activator: STAT1 signaling activators, primary screen, cell-based, HTS, luciferase reporter | NIH 3T3 STAT1-luciferase reporter, IFN-gamma, luminescence; 100% = IFN-gamma alone, no compound | activation (% of control), % at 5.5 µM | actives 2.6% (n = 200,000) | AID 932, 2007;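 active means activation above the screen-wide mean activation plus 3 SD, cut at about 130% in these data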;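 further: raw ratio to IFN-gamma control signal so 100% means no change and 0% no light; values of inactives mirror those of a sister screen read the other way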
RAM network inh: inhibitors of the yeast RAM network, primary screen, dse1pr::URA3 reporter, 5-FOA selection | S. cerevisiae dse1pr::URA3 reporter, 5-FOA growth OD615, 2 d; analog-sensitive cbk1-as2 kinase mutant strain | actives 1.8% (n = 190,000) | inhibition, % at 50 µM;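 active means inhibition above a set limit, 3 SD over mean compound inhibition, cut at about 8.4% in these data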;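 further: 0% = DMSO-only wells with no growth and 100% = 10 µM 1-NA-PP1 full growth; inhibition rescues growth on 5-FOA so higher OD means more RAM inhibition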
STAT3 act: IL-6 driven STAT3 reporter potentiators, primary screen, U3A cells, luciferase, luminescence, MLSCN library | IL-6 STAT3-luciferase reporter; 100% = signal with IL-6 EC80 alone | activation (% of control), % at 5.6 µM | actives 0.91% (n = 190,000);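 active means activation above the screen-wide mean of compound activation plus 3 SD, cut at about 130% in these data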;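 further: 0% = background luminescence of wells with medium and substrate only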
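System – human U3A cells carrying STAT3-luciferase construct · Probe or stimulus – Interleukin-6, 33 ng/mL · Schedule – compound 1 h, then IL-6 6 h at 37 °C · Signal – luminescence from STAT3-driven luciferase reporter · Evaluation – percent of IL-6-only median luminescence · Benchmarks – IL-6-only high control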
NF-kB expr up: activators of NF-kB expression in neurons, primary screen, cell-based, HTS; actives 1.6% (n = 190,000); AID 1239, 2008; human neuronal cells, NF-kB reporter expression; active compounds read high; fold change at 12.5 µM; in the data active means fold change above about 3.3
FLuc inhib CS: firefly luciferase enzyme inhibitors, primary screen, artefact control for luciferase-based inhibitor screens, biochemical, luminescence, ATPLite; AID 1006, 2008; Luciferin 4-monooxygenase (Photinus pyralis), P08659; inhibition, % at 10 µM; 10 min; actives 1.5% (n = 200,000);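 active means inhibition above about 50% when tested at 10 µM, limit read from the data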
Target sequence (P08659 whole entry, looked up): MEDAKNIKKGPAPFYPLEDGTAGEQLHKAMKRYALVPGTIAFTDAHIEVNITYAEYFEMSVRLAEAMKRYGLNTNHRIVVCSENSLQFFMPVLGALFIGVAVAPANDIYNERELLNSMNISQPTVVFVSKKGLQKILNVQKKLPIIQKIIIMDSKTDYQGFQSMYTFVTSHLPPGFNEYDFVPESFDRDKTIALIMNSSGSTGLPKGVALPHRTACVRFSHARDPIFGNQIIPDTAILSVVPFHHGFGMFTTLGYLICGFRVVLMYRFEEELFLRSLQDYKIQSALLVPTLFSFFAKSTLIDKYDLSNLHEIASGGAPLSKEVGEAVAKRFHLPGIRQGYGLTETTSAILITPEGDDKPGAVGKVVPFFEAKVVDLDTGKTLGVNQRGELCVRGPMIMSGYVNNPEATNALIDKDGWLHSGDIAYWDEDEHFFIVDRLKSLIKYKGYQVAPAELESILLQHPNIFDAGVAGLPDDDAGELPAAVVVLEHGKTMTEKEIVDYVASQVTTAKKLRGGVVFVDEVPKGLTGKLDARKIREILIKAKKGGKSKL
APP transl inh: inhibitors of APP translation via 5'UTR reporter, primary screen, APP 5'UTR luciferase, SH-SY5Y cells; SH-SY5Y APP 5'UTR-luciferase reporter, luminescence; inhibition, % at 2 µM; actives 0.82% (n = 190,000);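 active means inhibition above a set limit, derived from the sample mean plus 3 SD, cut at about 45% in these data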; further: values of inactives mirror those of a sister screen read the other way
Hsp70 act: Hsp70 transcriptional activators, primary screen, cell-based, HeLa, Hsp70 promoter luciferase, luminescence, 10 µM. HeLa Hsp70 promoter luciferase reporter; scaled: vehicle 0, proteasome-inhibitor control 100%. activation, % at 10 µM. actives 0.04% (n = 200,000);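 active means activation above the mean across all tested compounds plus 3 SD, cutoff set per campaign, cut at about 5.5% in these data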;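 further: 100% = MG132 at 30 µM as the positive control and 0% = DMSO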
APP 5'UTR act: activators of APP 5'UTR luciferase reporter, primary screen, SH-SY5Y cells; SH-SY5Y APP 5'UTR luciferase reporter, luminescence; zero percent = DMSO vehicle wells; activation, % at 2 µM; actives 1% (n = 190,000); AID 1276, 2008;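 active means activation above a set limit, based on mean plus 3 SD of controls, cut at about 140% in these data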; further: values of inactives mirror those of a sister screen read the other way
STAT3 inh: IL-6 driven STAT3 reporter inhibitors, primary screen, U3A cells, luciferase, luminescence, MLSCN library | IL-6 STAT3-luciferase reporter; host cell line lacks STAT1 | inhibition, % at 5.5 µM | actives 0.89% (n = 190,000);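 active means inhibition above the mean inhibition across all screened compounds plus 3 SD, cut at about 44% in these data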;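 further: 0% = DMSO only wells and 100% = 100 µM nifuroxazide control wells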
* hit, by the source's call; / = not tested or not shown.

SMILES | STAT1 blocker | STAT1 activator | RAM network inh | STAT3 act | NF-kB expr up | FLuc inhib CS | APP transl inh | Hsp70 act | APP 5'UTR act | STAT3 inh
CC(=O)NC1=NN(C(C)=O)C(c2ccccn2)S1 (stereo unspecified) | -3 | 102 | 0.0 | 89 | 1.1 | -1 | -2 | 0.1 | 2 | 23
O=C(/C=C/c1cccc([N+](=O)[O-])c1)Nc1cc(C(=O)O)cc(C(=O)O)c1 | -3 | 100 | 1.6 | 102 | 1.1 | 2 | 0 | 0.0 | 0 | 6
CC(CCc1ccco1)NC(=O)CSc1cc(=O)n(C)c2ccccc12 (stereo unspecified) | -3 | 102 | 0.9 | 79 | 1.2 | -3 | -2 | -0.1 | 1 | 28
Cc1ccc2[nH]c(-c3ccccc3)c(CN3CCCC3)c(=O)c2c1 | -2 | 100 | 0.9 | 100 | 0.94 | -4 | 13 | 0.0 | -13 | 11
COc1cc(C(=O)OCC(=O)N2CCCC2)cc(OC)c1OC | 1 | 99 | 0.0 | 99 | 1.8 | -7 | -2 | 0.2 | 2 | 5
CCOC(=O)c1sc(NC(=S)NC(=O)C2CCCC2)cc1C | -4 | 104 | 1.3 | 104 | 0.86 | 1 | -14 | -0.2 | 14 | -10
O=C(CCCC(=O)NNC(=O)Nc1ccccc1)NNC(=O)Nc1ccccc1 | 1 | 99 | 0.2 | 97 | 1.1 | -4 | -3 | -0.3 | 3 | 8
COc1ccc(-c2c(C)nn3c(N)c(C#N)cnc23)cc1OC | -42 | 137* | 1.8 | 118 | 1.2 | -2 | 6 | 0.2 | -6 | -13
Cc1ccc(S(=O)(=O)Cc2csc(N)n2)cc1 | -4 | 105 | 0.7 | 87 | 1.2 | -5 | -2 | -0.1 | 2 | 21
CC(Sc1nnc(-c2cccs2)n1Cc1ccccc1)C(=O)NCc1ccc2c(c1)OCO2 (stereo unspecified) | -6 | 106 | 1.1 | 107 | 0.84 | -6 | 4 | -0.3 | -4 | -11
CSc1nc2ccccc2cc1/C=C(\C#N)c1cccc(Cl)c1 | 0 | 100 | 6.8 | 105 | 0.9 | -6 | -5 | -0.3 | 5 | 1
C=CCn1c(COc2ccc(Cl)cc2)nnc1SCc1ccc(C#N)cc1 | -12 | 111 | 1.1 | 97 | 1.1 | -8 | -20 | -0.2 | 20 | 7
CC1(C)CC(c2nc(-c3ccc([N+](=O)[O-])cc3)cs2)CCO1 (stereo unspecified) | -10 | 109 | 0.1 | 95 | 1.1 | 0 | -11 | -0.2 | 11 | 15
O=C(O)c1cccc(Nc2cc(Cl)c3nonc3c2[N+](=O)[O-])c1 | 1 | 99 | 1.1 | 103 | 1.1 | -7 | 5 | -0.3 | -5 | 2
Cc1nn(-c2ccccc2)c2sc(C(=O)NC3CC3)cc12 | -16 | 114 | 1.3 | 88 | 1.3 | -4 | -19 | 0.5 | 19 | 18

The final 2 records of the section before are carried over, then new ones follow:
SMILES | STAT1 blocker | STAT1 activator | RAM network inh | STAT3 act | NF-kB expr up | FLuc inhib CS | APP transl inh | Hsp70 act | APP 5'UTR act | STAT3 inh
O=C(O)c1cccc(Nc2cc(Cl)c3nonc3c2[N+](=O)[O-])c1 | 1 | 99 | 1.1 | 103 | 1.1 | -7 | 5 | -0.3 | -5 | 2
Cc1nn(-c2ccccc2)c2sc(C(=O)NC3CC3)cc12 | -16 | 114 | 1.3 | 88 | 1.3 | -4 | -19 | 0.5 | 19 | 18
O=S(=O)(CCCc1ccccc1)c1ncn[nH]1 | 6 | 95 | 1.2 | 103 | 1.1 | -5 | 11 | 0.2 | -11 | 1
COC(=O)c1c(NC(=O)C2COc3ccccc3O2)sc2c1CCN(C(C)=O)C2 (stereo unspecified) | 3 | 98 | 0.4 | 92 | 0.36 | -2 | 20 | -0.1 | -20 | 7
COc1ccc(NC(=O)CSc2ncccc2C(=O)OC(C)C)cc1OC | 17 | 85 | -0.8 | 61 | 0.85 | -3 | 5 | -0.5 | -5 | 51*
Cc1ccnc(N2CCC(C(=O)NNC(=O)c3ccccc3)CC2)n1 | 1 | 99 | 0.3 | 104 | 1.2 | -6 | -1 | 0.0 | 1 | 7
Cc1cccc(NC(=O)CSc2nnc(NC(=O)c3ccc(S(=O)(=O)N4CCOCC4)cc3)s2)c1C | -5 | 105 | 2.1 | 104 | 1.1 | 1 | -31 | -0.3 | 31 | -5
CNC(=S)N(CCc1ccc(S(N)(=O)=O)cc1)C1CC(=O)N(c2ccccc2F)C1=O (stereo unspecified) | 6 | 93 | 9.4* | 97 | 0.92 | 0 | -10 | -0.4 | 10 | 7
Cn1c(=O)c2c(nc(SCCN3CCCCC3)n2Cc2ccc(Cl)cc2)n(C)c1=O | -8 | 108 | -0.8 | 104 | 1 | -9 | 7 | 0.0 | -7 | -1
COc1ccc(N2CCN(C(=O)COCC(=O)O)CC2)cc1 | 1 | 99 | 1.0 | 97 | 0.96 | 9 | 5 | 0.0 | -5 | 13
CC1=C(C#N)C(=O)NC(=O)/C1=C\c1ccc(-c2cc(C)c(C)cc2[N+](=O)[O-])o1 | -2 | 101 | 2.2 | 104 | 1.4 | -1 | -7 | 0.7 | 7 | -1
O=C(O)c1cc2c(ccc3ccccc32)[nH]1 | -8 | 107 | 0.0 | 107 | 0.99 | -2 | -5 | -0.5 | 5 | -6
O=C(CN1C(=O)CCS(=O)(=O)c2ccccc21)Nc1cccc(Cl)c1 | -1 | 101 | 0.1 | 104 | 1.1 | -6 | 3 | -0.2 | -3 | 2
Cc1ccccc1Nc1c(-c2ccncc2)nc2ccc(Cl)cn12 | -26 | 124 | 1.2 | 90 | 0.72 | -3 | 8 | -0.1 | -8 | 13
CCC(=O)Nc1nc2ccc3nc(C)sc3c2s1 | -54 | 149* | 4.9 | 102 | 3.5* | 0 | -28 | -0.1 | 28 | 7
O=C(NNS(=O)(=O)c1ccccc1)c1cnn(-c2ccccc2)c1-n1cccc1 | 1 | 99 | 3.3 | 106 | 0.96 | -3 | -10 | -0.2 | 10 | -4
COCCn1c(-c2cccs2)csc1=Nc1cccnc1 | 10 | 90 | 5.2 | 101 | 0.84 | -5 | -44 | -0.2 | 44 | 3

Only NF-kB expr up and STAT3 inh (two entries from above):
| smiles | NF-kB expr up | STAT3 inh |
| --- | --- | --- |
| Cc1ccnc(N2CCC(C(=O)NNC(=O)c3ccccc3)CC2)n1 | 1.2 | 7 |
| Cc1cccc(NC(=O)CSc2nnc(NC(=O)c3ccc(S(=O)(=O)N4CCOCC4)cc3)s2)c1C | 1.1 | -5 |

The listing picks up; the five compounds before the break are reprinted first.
SMILES | STAT1 blocker | STAT1 activator | RAM network inh | STAT3 act | NF-kB expr up | FLuc inhib CS | APP transl inh | Hsp70 act | APP 5'UTR act | STAT3 inh
O=C(CN1C(=O)CCS(=O)(=O)c2ccccc21)Nc1cccc(Cl)c1 | -1 | 101 | 0.1 | 104 | 1.1 | -6 | 3 | -0.2 | -3 | 2
Cc1ccccc1Nc1c(-c2ccncc2)nc2ccc(Cl)cn12 | -26 | 124 | 1.2 | 90 | 0.72 | -3 | 8 | -0.1 | -8 | 13
CCC(=O)Nc1nc2ccc3nc(C)sc3c2s1 | -54 | 149* | 4.9 | 102 | 3.5* | 0 | -28 | -0.1 | 28 | 7
O=C(NNS(=O)(=O)c1ccccc1)c1cnn(-c2ccccc2)c1-n1cccc1 | 1 | 99 | 3.3 | 106 | 0.96 | -3 | -10 | -0.2 | 10 | -4
COCCn1c(-c2cccs2)csc1=Nc1cccnc1 | 10 | 90 | 5.2 | 101 | 0.84 | -5 | -44 | -0.2 | 44 | 3
COc1ccc(NC(=O)CSc2nnc3ccc(-c4ccncc4)nn23)cc1OC | 9 | 92 | 1.4 | 96 | 0.87 | -5 | -4 | -0.1 | 3 | 9
O=C1CN(c2nc3nonc3nc2N2CCCCC2)CCN1 | -7 | 105 | 1.0 | 98 | 1.1 | -1 | -4 | -0.3 | 4 | 6
Cc1ccc2nc(CSc3nnc(Cc4cccs4)n3C3CCCCC3)cc(=O)n2c1 | -1 | 101 | 3.2 | 107 | 1.1 | -7 | 6 | -0.2 | -6 | -5
CN(C)S(=O)(=O)c1cccc(NC(=S)N/N=C/C(c2ccccc2)c2ccccc2)c1 | 0 | 100 | 3.2 | 98 | 1.1 | -2 | -11 | -0.5 | 11 | 6
O=C(c1cc(F)ccc1F)C1CCCN(C(=O)CCCN2CCCCC2=O)C1 (stereo unspecified) | 9 | 91 | 0.7 | 101 | 1.1 | 1 | 23 | -0.3 | -23 | 0
O=C(O)CC(NC(=O)CCC1CCCCC1)c1cc([N+](=O)[O-])ccc1Cl (stereo unspecified) | -4 | 102 | 1.9 | 109 | 1.1 | 0 | -8 | -0.1 | 8 | 1
OCCNCC(O)Cn1ccc2ccccc21 (stereo unspecified) | 5 | 95 | 0.6 | 102 | 0.95 | -9 | -9 | -0.2 | 9 | 2
CCCCNc1ncnc2c1cnn2-c1ccc(C)cc1C | -9 | 110 | -1.2 | 106 | 1.1 | -3 | 6 | 0.0 | -6 | -7
O=C(CCCOc1ccc(Cl)cc1Cl)n1nnc2ccccc21 | -2 | 102 | 4.5 | 101 | 1.9 | 1 | -2 | -0.7 | 3 | 0
O=[N+]([O-])c1ccc(Cl)cc1NCCCN1CCOCC1 | -4 | 103 | 2.9 | 103 | 1.1 | -7 | -10 | 0.0 | 10 | -4
O=C(CSc1nncs1)Nc1ccc2c(c1)OCO2 | -14 | 111 | -0.9 | 105 | 1.4 | -1 | -11 | -0.1 | 11 | 3
O=C(Nc1ccc(F)cc1)N1CCCC(c2nc3c(nnn3Cc3ccccc3Cl)c(=O)[nH]2)C1 (stereo unspecified) | -13 | 112 | 6.2 | 104 | 1.1 | -5 | 5 | 0.2 | -5 | 4
CC(C)(C)c1ccc(C(=O)CSc2ncn[nH]2)cc1 | -11 | 110 | 0.0 | 97 | 1.5 | 20 | -45 | 0.0 | 45 | 9
CCOC(=O)Nc1ccc2c(c1)N(C(=O)CCN1CCN(CCO)CC1)c1ccccc1S2 | 2 | 100 | / | 100 | / | / | -3 | -0.6 | 3 | 3
Cc1nnc2n1N=CC=C(c1ccccc1)S2 | 24 | 78 | 0.2 | 107 | 1.5 | -7 | 5 | -0.2 | -5 | -3
Cc1csc(SCC(=O)Nc2sc3c(c2C#N)CCC3)n1 | -1 | 101 | 3.1 | 106 | 1.5 | -6 | 5 | 0.2 | -5 | -3

Screening data (PubChem)
